From PubChem BioAssay
12-hLO inh: qHTS Assay for Inhibitors of 12-hLO (12-human lipoxygenase). Polyunsaturated fatty acid lipoxygenase ALOX12 (Homo sapiens), P18054. 150,000 compounds, 0.12% hits. purified 12-hLO, xylenol orange hydroperoxide absorbance. Potency, µM (top dose mostly 57.1 µM), for the others: at the highest dose activity change, negative = inhibition, hits mostly inhibitors; note: potency is the fitted concentration of half-maximal effect; nearly all actives have a fitted effect of over 55% in size; many of its hits are not listed in these tables
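Xylenol orange chromogenic assay: hydroperoxide from 12hLO oxidises Fe(II), giving red-shifted Fe(III)-XO absorbance. Conditions: 150 nM enzyme, 40 uM arachidonic acid, 25 mM Hepes pH 7.0, 0.01% Triton X-100, 30 min, room temperature.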
IMPase inh: qHTS Assay for Identifying the Cell-Membrane Permeable IMPase Inhibitors | inhibition (IP1 accumulation), % at 46.1 µM | 120,000 tested, under 10 active | CHO-M1 cells, IP1 accumulation, HTRF TR-FRET ratio | AID 901, 2007; active = well fitted curve in the direction sought with a large enough effect in the signal ratio, not every such curve was filed as active; inconclusive = small, poorly fitted or top-dose-only effect, or a change in a side signal; inactive = no such curve, though single readings can be large or run the other way; the % refers to the signal ratio;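 note: cells stimulated with carbachol in lithium chloride buffer; plate controls were DMSO basal wells for no effect and reference inhibitor wells for full effect; higher means more IMPase inhibition seen as more IP1 and lower FRET ratio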
Target sequence (P97697 whole entry, looked up): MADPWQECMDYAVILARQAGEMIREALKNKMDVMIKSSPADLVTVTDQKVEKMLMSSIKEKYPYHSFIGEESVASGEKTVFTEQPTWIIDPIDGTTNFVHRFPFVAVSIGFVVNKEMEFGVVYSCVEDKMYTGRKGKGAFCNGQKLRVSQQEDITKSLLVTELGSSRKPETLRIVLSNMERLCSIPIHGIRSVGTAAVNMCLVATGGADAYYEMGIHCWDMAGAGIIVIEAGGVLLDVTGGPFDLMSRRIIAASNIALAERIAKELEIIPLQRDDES
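Measured: the HTRF emission ratio (665/620 nm) plus the 620 nm donor channel, each fitted to the Hill equation to give AC50. Cells were CHO-M1 given compounds up to 46 uM and a 30 min carbachol stimulation at 37C.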
PNC assembly inh: High Content Assay for Compounds that inhibit the Assembly of the Perinucleolar Compartment; activity change (PNC), negative = inhibition, % at 10 µM; PC3M PTB-GFP, PNC prevalence imaging, 16 h; stronger effect = lower value; AID 2417, 2010; 140,000 compounds, 3.1% hits;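 active = readout at or below -70, meaning at least 70% loss of cells showing the perinucleolar compartment, a nuclear body marking cancer cells; inconclusive = readout between -30 and a set limit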;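 note: plate controls were DMSO wells for no effect and camptothecin positive control wells for full effect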
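PC3M cells stably expressing PTB-GFP, 750–1000 cells/well, treated 16 h at 37 °C with compound (23 nl of library stock), in duplicate. After paraformaldehyde fixation and Hoechst stain, imaged at 20x; PNC prevalence scored by image analysis.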
ALOX15B inhib: qHTS Assay for Inhibitors of 15-hLO-2 (15-human lipoxygenase 2); Polyunsaturated fatty acid lipoxygenase ALOX15B (Homo sapiens), O15296; purified 15hLO-2, xylenol orange hydroperoxide absorbance; Potency, µM (highest dose often 57.1 µM), inactives show at the highest dose activity change, negative = inhibition, hits mostly inhibitors; 110,000 compounds, 0.56% hits; AID 881, 2007; note: potency is the fitted concentration of half-maximal effect; nearly all actives have a fitted effect of over 60% in size; many of its hits are not listed in these tables
Target sequence (O15296 whole entry, looked up): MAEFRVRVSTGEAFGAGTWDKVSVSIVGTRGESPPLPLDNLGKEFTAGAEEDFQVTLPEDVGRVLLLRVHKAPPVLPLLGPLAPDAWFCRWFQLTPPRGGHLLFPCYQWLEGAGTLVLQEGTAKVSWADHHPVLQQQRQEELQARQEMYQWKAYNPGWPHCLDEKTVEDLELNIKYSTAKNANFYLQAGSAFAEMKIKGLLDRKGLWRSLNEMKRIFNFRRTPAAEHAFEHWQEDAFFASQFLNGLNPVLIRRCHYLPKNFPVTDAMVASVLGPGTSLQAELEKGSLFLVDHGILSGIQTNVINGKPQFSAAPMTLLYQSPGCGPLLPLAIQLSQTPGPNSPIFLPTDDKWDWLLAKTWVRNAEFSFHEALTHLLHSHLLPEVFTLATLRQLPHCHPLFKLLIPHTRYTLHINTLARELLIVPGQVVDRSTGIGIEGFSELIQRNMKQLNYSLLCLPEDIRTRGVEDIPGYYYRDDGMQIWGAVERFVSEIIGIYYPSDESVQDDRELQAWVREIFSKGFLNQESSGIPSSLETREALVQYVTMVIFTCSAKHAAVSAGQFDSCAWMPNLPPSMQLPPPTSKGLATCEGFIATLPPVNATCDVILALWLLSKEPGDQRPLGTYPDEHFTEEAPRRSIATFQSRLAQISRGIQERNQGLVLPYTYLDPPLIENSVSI
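Screening format was qHTS against 50 nM purified 15hLO-2 in Hepes pH 7.5 with detergent. Activity follows hydroperoxide formation from 45 uM arachidonic acid, measured as 573:405 nm absorbance ratio of the ferric-xylenol orange complex.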
Starred values were filed as active, the others as inactive; ? = inconclusive; . = not tested or not shown; & = joins results of further samples; [ ] = remark or other dose. Unless noted, calls come from the whole dose curve; as a rule, active = well fitted curve in the direction sought with a large enough effect; inconclusive = small, poorly fitted or top-dose-only effect, or another doubt; inactive = no such curve, though single readings can be large; an effect the other way counts as inactive or inconclusive. Unless noted, % is set by controls: 0 for no effect and ±100 for the full control effect.

SMILES	12-hLO inh	IMPase inh	PNC assembly inh	ALOX15B inhib
COc1cc(N)c(Cl)cc1C(=O)OCCN1CCCCC1	2%	6	.	5%
O=c1[nH]c(NCCCO)nc2c1C1(CCCC1)Cc1ccccc1-2	-6%	?	24	-4%
O=C(C1CCCCC1)N1CCN(S(=O)(=O)c2ccc(Cl)cc2)CC1	-16%	-2	1	11%
Cc1cc(C)nc(SCCn2c(N(C)Cc3ccccc3)nc3c2c(=O)n(C)c(=O)n3C)n1	0%	8	15	4%
CC1(C)Cc2c(c(N3CCOCC3)nc3snc(N)c23)CO1	-5%	1	3	2%
Cc1cc(=O)[nH]c(N/N=C/c2ccco2)n1	0%	2	29	3%
O=C(Nc1cccnc1)c1ccc(Cl)c(S(=O)(=O)N2CCCCCC2)c1	-7%	-5	-9	11%
COc1ccc2cnn(-c3ccc(C)cc3)c(=O)c2c1OC	-2%	-4	-18	8%
COc1ccc(-n2c(SC)nc(O)c(Cc3ccccc3)c2=O)cc1	-1%	-3	-24	-11%
CCC(=O)/C=C1/Sc2ccccc2N1CC	-5%	5	4	.
CC(=O)c1c(COC(=O)c2ccncc2)nc2ccccc2[n+]1[O-]	-11%	?	-1	-14%
CC(CCc1ccccc1)NC(=O)c1ccccc1 (stereo not given)	9%	-2	-25	-4%
CN(CC(=O)Nc1ccc(F)cc1)C(=O)COc1ccc(C(=O)c2ccccc2)cc1	1%	-2	-6	.
Cn1nc(-c2ccc(C(=O)O)cc2)c2ccccc2c1=O	4%	-5	35	1%
CCOc1cc(NC(=O)c2ccccc2[N+](=O)[O-])c(OCC)cc1NC(=O)CC(C)C	4%	1	-3	-3%
COc1cccc(-c2ncc3ccccn23)c1	-4%	-1	22	.
NC(=O)C1CCN(C(=O)CSc2nc3ccccc3[nH]2)CC1	2%	-3	27	-2%
COc1ccc(S(=O)(=O)N2CCCN(S(=O)(=O)c3ccc(OC)cc3C)CC2)c(C)c1	-8%	1	44	-7%
O=C(CN1C(=O)/C(=C/c2cccc(Br)c2)SC1=S)N1CCCC1	1%	.	?	.
CC(C)=C(NC(=O)c1ccccc1)C(=O)N/N=C(\C)c1ccccc1O	0%	.	7	.
CC(C)CCC[C@@H](C)[C@H]1CC[C@H]2[C@@H]3CC=C4C[C@@H](O)CC[C@]4(C)[C@H]3CC[C@]12C	-1%[0.00818 µM]	.	.	-7%[0.0915 µM]
O=C(NCC1CCCO1)c1ccccc1NC(=O)c1cccc2ccccc12 (stereo not given)	-1%	-3	48	-3%
Cc1ccc(C(=O)c2ccccc2C(=O)O)s1	3%	8	-6	?
Cc1cc(=O)[nH]c2c1c(C)nn2C1CCCC1	2%	4	26	-1%
COc1ccc(NC(=O)/C(=C\c2ccc(OS(=O)(=O)c3ccc(C)cc3)cc2)NC(=O)c2ccccc2)cc1	5%	5	9	-14%
O=C(O)[C@@H](Br)[C@@H](Br)c1ccccc1[N+](=O)[O-]	-3%[11.4 µM]	.	.	-9%[11.4 µM]
CN1CCc2nc(NC(=O)c3cccc(S(=O)(=O)N4CCc5ccccc54)c3)sc2C1	17%	4	-11	39%[activator]
O=S(=O)(c1ccc(S(=O)(=O)N(Cc2ccco2)Cc2ccccc2Cl)cc1)N1CCCC1	5%	3	18	3%
COC(=O)[C@H]1C[C@@H]1[C@H](NC(=O)c1cc(C)on1)c1ccccc1	-2%&0%	.	19	-2%
Cn1cnnc1SCc1ccc(F)c2ccccc12	1%	9	?	3%
CC1CC1C(=O)OCC(=O)NCc1ccc(Cl)cc1Cl (stereo not given)	-6%	-5	-11	4%
O=C(Nc1ccccc1)c1ccc[n+](Cc2ccc([N+](=O)[O-])cc2)c1	-2%	?	-15	.
CC(C)CCOP(=O)(c1ccc(N(C)C)cc1)C(O)c1ccccn1 (stereo not given)	-3%	-17	-7	-2%
O=C(COc1ccccc1)NCc1ccccc1	1%	9	-26	-6%
COCc1cc(=O)[nH]c2cc(NC(=O)C(F)(F)F)c(C)cc12	4%	-8	49	0%
O=C(CS(=O)(=O)Cc1ccccc1)Nc1nnc(C2CCCCC2)s1	-4%	-6	-2	1%
COc1ccc(Br)cc1/C=N/n1c(C)nnc1C	-4%	-6	4	.
CC1=NN(C(=O)COc2ccc(C)c(C)c2)C(O)(c2ccc(Cl)cc2)C1 (stereo not given)	-14%	.	-15	.
COC(=O)[C@@H](NC(=O)Nc1ccc(OC(F)(F)F)cc1)C(C)C	0%	-9	0	-3%
CCOC(=O)c1nnn(-c2nonc2N)c1COc1ccc(F)cc1	0%	14	-9	-5%
O=C(Nc1cccc(F)c1)c1ccc(S(=O)(=O)NCC2CCCO2)cc1 (stereo not given)	1%	2	15	1%
COc1ccc(CC(=O)NCc2nnc(SCC(=O)Nc3nccs3)n2-c2ccccc2)cc1	2%	-2	-3	1%
COc1ccccc1N1CC(O)=C(c2nc3ccccc3c(=O)[nH]2)C1=N	-4%	-5	-13	0%
Cc1cc(C)cc(Oc2ccccc2C=O)c1	-1%	-5	-18	-3%
CCOC(=O)c1[nH]c2ccc(OC)cc2c1NC(=O)C(C)N1CCSCC1 (stereo not given)	-8%	-1	23	2%
CCCOc1ccccc1NC(=O)/C=C/C(N)=O	0%	4	-25	-14%
CCOC(=O)Cn1c(=NC(=O)C2COc3ccccc3O2)sc2cc(S(N)(=O)=O)ccc21 (stereo not given)	-3%	.	-134*	.
Cc1nc2ccc(NC(=O)c3cccs3)cc2c(=O)n1Cc1ccc(Cl)cc1	2%	21	?	11%
Cn1c(SCC(=O)Nc2cccc(Br)c2)nnc1-c1cc2ccccc2o1	0%	-1	-3	-21%
Cc1nc(NC2CCCCC2)c2nc(-c3ccccc3)n(CCCN(C)C)c2n1	1%	.	.	6%
O=C1CCCC2=C1C(c1ccco1)Nc1ccc(C(=O)c3ccccc3)cc1N2 (stereo not given)	-18%	5	?	-9%
Cc1noc(C)c1C(=O)N1CCC[C@@]2(CCN(C(=O)Nc3ccccc3)C2)C1	3%	.	.	11%
Cc1ccc2c(c1)C(CCN)C(=O)N2Cc1ccccc1 (stereo not given)	2%	0	-23	38%[activator]
Cc1cccc(NC(=S)NNC(=O)c2ccc3c(c2)OCO3)c1	0%	.	25	.
CCC(CC)NC(=O)Cc1ccc(S(=O)(=O)N2CCOCC2)s1	0%	-3	3	1%
CC(NS(=O)(=O)c1ccccc1)C(N)=O (stereo not given)	-2%	7	12	-3%
O=C(NC(=S)N1CCN(c2nc(-c3ccccc3)cs2)CC1)c1cccnc1	-2%	.	-12	.
NC(=O)c1ccccc1NS(=O)(=O)c1ccc2c(c1)OCCO2	2%	-1	24	1%
COc1cccc(-c2nc(NCCc3c[nH]c4ccc(OC)cc34)c3ccccc3n2)c1	-6%	.	.	11%
COc1ccc(CC(NC(C)=O)C(=O)NC2CCN(C(=O)Nc3ccccc3Cl)CC2)cc1OC (stereo not given)	-4%	1	-23	2%

5 of the entries above in order of the 12-hLO inh value, low to high:
smiles | 12-hLO inh
COc1ccc(S(=O)(=O)N2CCCN(S(=O)(=O)c3ccc(OC)cc3C)CC2)c(C)c1 | -8%
COc1ccc(Br)cc1/C=N/n1c(C)nnc1C | -4%
CC(C)CCOP(=O)(c1ccc(N(C)C)cc1)C(O)c1ccccn1 (stereo not given) | -3%
CC(NS(=O)(=O)c1ccccc1)C(N)=O (stereo not given) | -2%
O=C(COc1ccccc1)NCc1ccccc1 | 1%

Going on with the list:
SMILES	12-hLO inh	IMPase inh	PNC assembly inh	ALOX15B inhib
Cc1cccc(-n2c(O)c(C=Nc3ccc(O)cc3)c3ccccc3c2=O)n1	-4%	.	47	.
NC(=O)C1(c2ccccc2)CCOCC1	0%	-20	-25	-5%
C=CCN(C(=O)CN1CCOCC1)c1nc(C)c(-c2ccccc2)s1	0%	-7	?	-1%
O=C(CN1C(=O)c2ccccc2S1(=O)=O)NCc1ccccn1	3%	13	-25	8%
Cc1cc(OCC(=O)Nn2cnnc2)c(C)cc1Br	-2%	2	?	6%
COc1cccc(C(=O)NC(=S)Nc2cccnc2)c1	-1%	-4	?	.
C(=N\n1cnnc1)/c1cccc(OCCOc2ccccc2)c1	1%	5	-10	0%
Cc1cc(C)cc(NC(=O)CSc2nnc(-c3ccccc3)n2N)c1	-1%	5	-21	-13%
COC(=O)c1cn(NC(=O)Cc2cccc(OC)c2)c(=O)c2ccccc12	-6%	1	?	.
CC1(C)Cc2c(C#N)c(NCC3CCCO3)nc(-c3ccco3)c2CO1 (stereo not given)	-13%	-1	-28	?
COc1ccc(C(=O)NCC(=O)OCC(=O)N2CC(C)CC(C)C2)cc1 (stereo not given)	-4%	-1	2	-1%
Cc1ccsc1/C=N/n1c(-c2cccnc2)n[nH]c1=S	-1%	6	?	-8%
CCOc1cc(NC(=S)NCC2CCCO2)c(OCC)cc1NC(=O)c1cccc(C)c1 (stereo not given)	?	2	-2	?
O=C(CSc1cnc2ccccc2n1)NC1CCCC1	1%	?	10	-2%
C[N+]1(CCCCSc2ccc(O)cc2)CCCCC1	-1%	.	52	.
O=C(O)CC(=O)Nc1cc(Cl)ccc1O	4%	-3	8	-3%
CCC1=C2CC[C@H]3C(=O)NC(=O)[C@H]3[C@H]2[C@@]2(C)C(=NCCc3c[nH]c4ccccc34)OC(=O)N2C1=O	-1%	.	.	2%
COc1ccc(-n2c(SCC(=O)Nc3nccs3)nc3c(c2=O)SC(C)C3)cc1 (stereo not given)	-3%	0	?	.
Cc1sc(NC(=O)C2C3C=CC(C3)C2C(=O)O)c(C(N)=O)c1-c1ccc(C(C)C)cc1 (stereo not given)	-4%	.	-23	.
Cc1nn(Cc2cccc(C(=O)Nn3cc([N+](=O)[O-])cn3)c2)c(C)c1[N+](=O)[O-]	-1%	.	-1	.
COc1ccc(S(=O)(=O)N2CCN(c3ccccn3)CC2)cc1OC	-7%	11	25	4%
Cc1cc(C)cc(NCCC#N)c1	1%	-1	15	.
CCC/C(O)=N\S(=O)(=O)c1ccc(N=NN(C)C)cc1	3%	17	-4	.
CSc1nnc(-c2cccs2)n1-c1ccccc1	-7%	2	?	-4%
COCCCNC(=O)c1ccc2c(c1)OCO2	-5%	-2	23	1%
COc1ccc2ccc(=O)oc2c1CC=C(C)C	0%&0%	.	43	4%
CS(=O)(=O)c1ccccc1-c1nc(-c2ccc(C(F)(F)F)cc2)no1	-1%	-3	54	4%
CCCOc1ccc(Br)cc1/C=N/NC(=O)c1cc(OC)c(OC)c(OC)c1	-3%	.	?	.
O=C1C2C3C=CC(C3)C2C(=O)N1/N=C/c1cn(Cc2ccc(F)cc2)c2ccccc12 (stereo not given)	-1%	1	13	-2%
Cc1ccc(NS(=O)(=O)c2cc(OCC(N)=O)c(C)cc2Cl)cc1C	-2%	3	?	.
CCCCCc1c(O)nc(SCC(=O)NCC2CCCO2)[nH]c1=O (stereo not given)	3%	-8	54	.
CCOc1ccccc1NC(=O)C(Sc1nnc2ccccn12)c1ccccc1 (stereo not given)	-1%	2	-22	.
Brc1cccc(-c2cnc3n2CCCCC3)c1	4%	12	7	45%[activator]
O=C(O)/C=C\C(=O)Nc1ccccc1C#Cc1ccc(Br)cc1	3%	0	?	-28%
CC(=O)c1ccc(N2CCN(C(=S)Nc3cccc(F)c3)CC2)cc1	-2%	-6	0	-3%
COc1cc(C)c(S(=O)(=O)n2ccc(C)n2)cc1C	-1%	2	28	-3%
Cn1ncc2c(Nc3cccc4ccccc34)ncnc21	7%	-6	-6	2%

Not all compounds are listed (hit frequency here may not be typical).
